High-throughput results: PubChem, The Scripps Research Institute Molecular Screening Center
SRC3 TRFRET art – flags TR-FRET format artefacts in PPARgamma SRC-3 recruitment agonist screen; TR-FRET artefact counter-screen, PPARgamma/SRC-3 format; hits give high values; 99,000 compounds, 0.39% hits; TR-FRET ratio at 8 µM; AID 1048; in the data active means TR-FRET ratio above about 2000; further: inactives centre near 1600; reference of the scale not given here
SRC1 TRFRET art – TR-FRET artefact, counter-screen to PPARgamma/SRC-1 agonist assay; TR-FRET detection artefact counter-screen, emission ratio; hits give high values; TR-FRET ratio at 8 µM; 99,000 compounds, 0.34% hits; AID 1051; in the data active means TR-FRET ratio above about 2300; further: inactives centre near 1800; reference of the scale not given here
The depositor's hits bear a star. This is a subset; rates above refer to the full screens.

SMILES	SRC3 TRFRET art	SRC1 TRFRET art
COc1cc([C@H]2c3[nH]c4ccccc4c3C[C@H]3C(=O)N4[C@@H](c5cc(OC)c(OC)c(OC)c5)c5[nH]c6ccccc6c5C[C@H]4C(=O)N23)cc(OC)c1OC	1663	1809
O=C(NNC(=O)C12CC3CC(CC(C3)C1)C2)[C@@H]1C[C@H]1c1ccccc1	1632	1959
COc1cc(OC)c(OC)cc1CNCCSc1nnnn1C	1488	1556
COC(=O)[C@H](Cc1ccccc1)NC(=O)[C@@]1(C)C[C@@H]1[C@@H](NC(=O)OCc1ccccc1)c1ccccc1	1706	1824
CCOc1ccc(-c2ccc(SCC(=O)Nc3nnc(CC)s3)nn2)cc1	1517	2205
O=C(NCCO)/C(=C/c1cccc([N+](=O)[O-])c1)NC(=O)c1ccco1	1582	1742
Cc1ccc(CN2CCN(Cc3cccn3-c3ccc(Cl)cn3)CC2CCO)o1 (stereo not drawn)	1488	1766
Cc1c(Cl)cccc1N(CC(=O)NC1CCCCC1)S(C)(=O)=O	1706	1601
CC1CCCCN1S(=O)(=O)c1ccc(NC(=O)CSc2nnnn2C)cc1 (stereo not drawn)	1607	1724
Cc1cccc(OCCC(=O)N(C)CC(=O)Nc2cccc3ccccc23)c1	1530	1593
CCOc1ccc(/C=N/NC(=O)c2ccc(CSc3nc4ccccc4[nH]3)cc2)cc1	1684	1930
CCOc1cc(S(=O)(=O)n2ccnc2)ccc1Br	1412	1896
Cc1cccc(C)c1NC(=S)NCCc1ccc(O)c(O)c1	1496	1784
OCCNc1nc(N2CCOCC2)nc(N2CCOCC2)n1	1307	1767
Cc1cc(C(=O)COC(=O)c2ccc[nH]c2=O)c(C)n1C	1447	1807
O=C(CSc1nc2cc([N+](=O)[O-])ccc2n1-c1ccc(F)cc1)NC1CCS(=O)(=O)C1 (stereo not drawn)	1646	1577
COc1cccc(NC(=O)COC(=O)c2c(F)cccc2Cl)c1	1457	1936
CN(C)CCCN(C(=O)c1ccc(Br)s1)c1nc2cc3c(cc2s1)OCO3	1594	1904
O=C(N1CCN(c2ccccc2)CC1)C1(c2cccs2)CCOCC1	1601	1692
Cn1nc(N)c2c(-c3ccccc3)c(C#N)c(N)nc21	1506	1639
C#CCOCCOCCOCCNc1nc(N2CCN(C(=O)[C@H](Cc3ccc(O)cc3)n3cc([C@@H](N)CC(C)C)nn3)CC2)nc(N2CCN(C(=O)[C@H](Cc3ccc(O)cc3)n3cc([C@@H](N)CC(C)C)nn3)CC2)n1	1373	1591
COc1cccc(OC)c1OCCCCN1CCC(Cc2ccccc2)CC1	1643	1757
c1coc(-c2ccnc3nc(-n4cccc4)nn23)c1	1607	1819
CCOCc1nnc(NC(=O)c2cc(OC)c(OC)c(OC)c2)s1	1632	1597
CCOC(=O)CSc1nc(C)[nH]c1[N+](=O)[O-]	1611	1775
Next section.
SMILES	SRC3 TRFRET art	SRC1 TRFRET art
N#CC1=C(N2CCOCC2)/C(=C\c2ccccc2)CC1	1596	1820
NCc1nc(-c2ccc(Cl)cc2)no1	1453	1711
CC(=O)c1c(O)cc(C(C)C)n(-c2ccccc2)c1=O	1640	1586
CCCCCCC(=O)Cc1cc(OC)c(OC)cc1C=C(C(=O)OCC)C(=O)OCC	1398	1785
S=C(Nc1ccc(Cl)cc1Cl)N1CCCCC1	1732	1570
Nc1nn(-c2ccccc2)nc1C(=O)OCc1ccccc1F	1367	1647
CC(C)n1nc(C(=O)Nc2nnc(C3CC3)s2)c2ccccc2c1=O	1467	2034
Oc1oc(-c2ccccc2Br)nc1/C=N/c1ccccn1	1820	1896
O=C(/C=C/c1ccccc1[N+](=O)[O-])Nc1ccccc1	1555	1831
CCC(=O)Oc1c(C(=O)CC)cc2c(C)cc(=O)oc2c1C	1641	1624
Cc1ccc(-n2nc3c(SCCN4CCOCC4)nnc(C)c3c2C)cc1	1600	1807
Cc1cccc(C(=O)N/N=C2/SCC(=O)N2Cc2ccccc2)c1	1504	1651
CCCCNS(=O)(=O)c1ccc2nc(-c3cccnc3)cc(C(=O)NC3CC3)c2c1	1398	1556
Cn1cnnc1SCC(=O)Nc1nc(-c2ccc(F)cc2)cs1	1377	1527
O=S(=O)(Nc1ccccn1)c1cnc(Cl)c(Br)c1	1683	1730
CCCn1c(SCC(=O)Nc2ccccc2-c2ccccc2)nnc1-c1ccoc1C	1479	1783
Cc1ccc(C(=O)Nc2ccc(C)c(S(=O)(=O)Nc3ccccc3Cl)c2)s1	1619	1601
CN1CCN(Cc2nc3ccccc3c(=O)n2CC#N)CC1	1471	1895
O=C(NCc1ccccn1)c1ccc(Cn2c(=S)[nH]c3ccc(Br)cc3c2=O)cc1	1647	1946
Cn1cc(CN2CCc3sccc3C2)c(-c2ccccc2F)n1	1633	1797
CC(=O)OCCNc1nc(-c2ccccc2)nc2ccccc12	1575	1692
COc1ccc(/C=C/C(=O)NC2=NCCS2)cc1OC	1465	1692
c1ccc(-n2nnnc2Sc2ncnc3sc4c(c23)CCCC4)cc1	1424	1780
CC1(C)Cc2ccccc2-c2nnc(C(F)(F)F)n21	1394	1560
O=C(CCCn1c(=S)[nH]c2cc3c(cc2c1=O)OCO3)NCc1ccco1	1574	1467

In the list so far, these have bromine.
SMILES	SRC3 TRFRET art	SRC1 TRFRET art
CCOc1cc(S(=O)(=O)n2ccnc2)ccc1Br	1412	1896
CN(C)CCCN(C(=O)c1ccc(Br)s1)c1nc2cc3c(cc2s1)OCO3	1594	1904
Oc1oc(-c2ccccc2Br)nc1/C=N/c1ccccn1	1820	1896
O=S(=O)(Nc1ccccn1)c1cnc(Cl)c(Br)c1	1683	1730
O=C(NCc1ccccn1)c1ccc(Cn2c(=S)[nH]c3ccc(Br)cc3c2=O)cc1	1647	1946

Continued:
SMILES	SRC3 TRFRET art	SRC1 TRFRET art
O=C(NNC(=S)NCc1ccco1)c1cccs1	1462	1580
COc1ccc(CNCc2cn(-c3cccc(F)c3)nc2-c2ccc(C)o2)cc1	1461	1894
O=C(CS(=O)CC(=O)N(c1ccccc1)C(C(=O)NC1CCCCC1)c1ccco1)Nc1ccc(F)cc1 (stereo not drawn)	1526	1782
O=C1COc2ccc(N3C(=O)c4ccccc4C3=O)cc2N1	1416	1926
COc1ccc(NC(=O)c2cccnc2N2CCOCC2)cc1	1637	1875
COCc1c(Br)c(C)nc(OCC(=O)N/N=C/c2ccco2)c1C#N	1634	1947
O=Nc1c(O)[nH]c2ccc(Cl)cc12	1629	1725
CC(C)(C)OC(=O)N1CC(O)CC1C(=O)OCC(=O)c1ccc(-c2ccccc2)cc1 (stereo not drawn)	1676	1647
O=C(Cc1cccs1)NC(c1ccccc1)c1ccccc1	1457	1877
Cc1c(N2C(=O)CSC2=S)c(=O)n(-c2ccccc2)n1C	1695	1850
CS(=O)(=O)c1ccc(C(=O)NCC(c2ccco2)N2CCCCC2)cc1 (stereo not drawn)	1404	1767
Cc1ccc(NS(=O)(=O)c2cc3c4c(cccc4c2)C(=O)NC3=O)cc1	1588	2070
CC(C)(C)c1ccc(NC(=O)c2ccccc2)c([N+](=O)[O-])c1	1481	1963
CCc1cccc(CC)c1NC(=O)COc1ccccc1C(=O)c1cc(C#N)c(=O)n(C2CCCCC2)c1	1814	1658
CC1(C)CC(c2nc(-c3ccccc3)cs2)CCS1 (stereo not drawn)	1808	2030
Cc1ccc(C(=O)NCC(=O)NCC(=O)OCc2ccc(F)cc2)cc1	1856	2019
O=C(CN1CCC(NC(=O)C2CCCCC2)CC1)NCc1ccco1	1685	1619
COc1ccc(CCC(=O)Nc2cccc(Cl)c2)cc1	1592	1754
Cn1c(N)c(C(=O)c2ccc(Cl)cc2)c(=O)n(C)c1=O	1739	1960
CC(C)NC(=O)C(=O)c1cn(C)c2ccccc12	1602	1320
Cc1cc(C)c(S(=O)(=O)N(C)CC(=O)NCc2ccccn2)c(C)c1	1578	1820
COCCCNC(=S)N(Cc1ccccc1)Cc1ccccc1	1603	1818
CCN(CC)C(=O)Oc1ccc(Cl)c2cccnc12	1537	1919
CN(C)c1ccc(N2C(=O)CSC2=S)cc1	1554	1717
CCOc1ccc(CN(C)C(=O)CCl)cc1	1683	1873
Next part.
SMILES	SRC3 TRFRET art	SRC1 TRFRET art
Cc1cnc(C(=O)N2CCc3c([nH]c4ccccc34)C2c2ccc(F)cc2)cn1 (stereo not drawn)	1524	1906
COc1cccc(OC)c1C(=O)Nc1cccnc1	1607	1601
COc1ccc(CCNC(=O)COc2ccc(N(C)S(=O)(=O)c3ccc(C)cc3)cc2)cc1	1627	1967
COc1ccc(NC(=O)CNC(=O)c2ccc([N+](=O)[O-])cc2)cc1	1388	1793
CC1CCC(N(C(=O)c2csnn2)C(C(=O)NC(C)(C)C)c2cccnc2)CC1 (stereo not drawn)	1529	1698
Cc1cc(C(=O)N/N=C/c2ccc(N(C)C)cc2)c2ccccc2n1	1686	1971
O=[N+]([O-])c1ccc(S(=O)(=O)NCCc2ccncc2)cc1	1582	2050
CSc1ccccc1C(=O)C1CCCN(C(=O)CCN2CCCO2)C1 (stereo not drawn)	1466	1857
CC(/C=N/NC(=O)CSc1nnc(SCc2ccccc2)s1)=C\c1ccco1	1437	1562
Cc1ccc2c(c1)c(N=O)c(O)n2Cc1ccc(Cl)cc1	1686	1868
CCOC(=O)N1CCN(CC(O)COc2ccc(OC)cc2C(C)(C)C)CC1 (stereo not drawn)	1590	1785
COc1cc(C2NC(=O)NC(c3ccccc3)=C2C(C)=O)cc([N+](=O)[O-])c1O (stereo not drawn)	1392	1862
CC(C)c1ccc(N(CC(=O)NN=C2CCN(C)CC2)S(=O)(=O)c2ccccc2)cc1	1497	1724
NS(=O)(=O)c1ccc(CCNC(=O)C2CCN(S(=O)(=O)c3ccccc3)CC2)cc1	1717	1809
O=C(/C=C/c1ccc(Cl)cc1)NC(=S)Nc1ccc(N2CCOCC2)c(Cl)c1	1616	1766
CC(=O)c1ccc(NC(=O)N2CCc3ccccc3C2)cc1	1617	2125
Cc1ccc2nc(-c3ccc(SCC(=O)Nc4nnc(C)s4)nc3)[nH]c2c1	1749	1719
CC1(C)CC(Cc2nc(=S)[nH][nH]2)C(=O)O1 (stereo not drawn)	1824	1891
Cc1ccc(S(=O)(=O)c2nc(-c3cccs3)oc2NCCCN(C)C)cc1	1560	1712
CC(=O)Nc1cccc(N2C(=O)CC(Cc3ccccc3)C2=O)c1 (stereo not drawn)	1734	1549
COc1ccccc1NC(=O)/C(C#N)=C/c1cc([N+](=O)[O-])ccc1N1CCCC1	1594	1865
CN1CC(=O)N(CCOc2ccccc2)C1=O	1781	1863
CCSc1nnc(NC(=O)Cn2cnc3c2c(=O)n(C)c(=O)n3C)s1	1540	1881
S=C(Nc1ccccc1)N1CCCCCCC1	1481	1646
COc1cccc2c1OCC(C(=O)O)C2 (stereo not drawn)	1432	1696
Continuation:
SMILES	SRC3 TRFRET art	SRC1 TRFRET art
CCN(CC)CCCNC(=O)c1sc2ncn(CC(=O)Nc3ccc(C)c(Cl)c3)c(=O)c2c1C	1466	1752
CNC(=O)/C(C#N)=C/c1c(F)cccc1Cl	1450	1588
CCOc1ccc(/C=C/C(=O)c2ccccc2)cc1OC	1484	1730
Oc1ccccc1CNc1ccc2c(c1)OCCO2	1582	2053
CCOc1cc(NC(=S)NC)c(OCC)cc1NC(=O)c1ccco1	1751	1880
COc1cccc(NC(=O)CN(c2ccc([N+](=O)[O-])cc2)S(=O)(=O)c2ccccc2)c1	1767	1567
CCCN1C(=O)/C(=C\c2nc3ccccc3c(=O)[nH]2)c2ccccc21	1790	1857
O=C(O)c1ccccc1-c1ccccc1C(=O)NCc1cccc(C(F)(F)F)c1	1687	1673
CC(C)(C)C(=O)Nc1ccc(Sc2ccc([N+](=O)[O-])cc2)cc1	1662	1749
CN(C(=O)CCCN1C(=O)c2cccc3cccc(c23)C1=O)c1ccccc1	1578	1697
COC(=O)NNC(=S)NCc1ccccc1	1670	1972
Clc1cccc(CN2CCCCCCC2)c1Cl	1574	2018
CC1CCN(c2c(NCc3ccc(C(=O)NCc4ccco4)cc3)c(=O)c2=O)CC1	1676	2006
Cc1ccc2nc(Nc3nc(CSc4nnc(C)s4)cc(=O)[nH]3)nc(C)c2c1	1453	1723
Cc1ccc(NS(=O)(=O)c2cccc(C(=O)N/N=C/c3c(C)nn(-c4ccccc4)c3N3CCCC3)c2)c(C)c1	1735	1755
CC1CCCCN1C(=O)CN1CCC(c2nc3ccc(Cl)cc3[nH]2)CC1 (stereo not drawn)	1847	1668
CCOC(=O)c1cc(N)cc([N+](=O)[O-])c1	1543	1573
COc1ccc(CC2(CO)CCN(Cc3cccn3-c3ccccn3)CC2)cc1	1757	1361
CN(/N=C/c1ccc(O)cc1O)c1nc(-c2ccccc2)cc(-c2ccccc2)n1	1595	1495
CC1=C(C#N)C(NC(=O)c2cccc(Cl)c2)(C(F)(F)F)C(=O)N1 (stereo not drawn)	1557	2149
CN(C)c1ccc(/C=C/C(=O)c2ccc(C(C)(C)C)cc2)cc1[N+](=O)[O-]	1474	1567
Cc1cc(=O)nc2c3ccccc3n(C(C)C(=O)Nc3c(F)c(F)c(F)c(F)c3F)n12 (stereo not drawn)	1569	1549

Some of the entries so far, with values under each structure.
Screens in order: SRC3 TRFRET art	SRC1 TRFRET art
- CCN(CC)CCCNC(=O)c1sc2ncn(CC(=O)Nc3ccc(C)c(Cl)c3)c(=O)c2c1C
  1466	1752
- CNC(=O)/C(C#N)=C/c1c(F)cccc1Cl
  1450	1588
- CCOc1ccc(/C=C/C(=O)c2ccccc2)cc1OC
  1484	1730
- Oc1ccccc1CNc1ccc2c(c1)OCCO2
  1582	2053
- CCOc1cc(NC(=S)NC)c(OCC)cc1NC(=O)c1ccco1
  1751	1880
- COc1cccc(NC(=O)CN(c2ccc([N+](=O)[O-])cc2)S(=O)(=O)c2ccccc2)c1
  1767	1567
